IMPase inh = qHTS Assay for Identifying the Cell-Membrane Permeable IMPase Inhibitors | Inositol monophosphatase 1 (Rattus norvegicus), P97697 | CHO-M1 cells, IP1 accumulation, HTRF TR-FRET ratio | 120,000 tested, under 10 active | inhibition (IP1 accumulation), % at 46.1 µM; active = well fitted curve in the direction sought with a large enough effect in the signal ratio, not every such curve was filed as active; inconclusive = small, poorly fitted or top-dose-only effect, or a change in a side signal; inactive = no such curve, though single readings can be large or run the other way; the % refers to the signal ratio;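 also: cells stimulated with carbachol in lithium chloride buffer; plate controls were DMSO basal wells for no effect and reference inhibitor wells for full effect; higher means more IMPase inhibition seen as more IP1 and lower FRET ratio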
Target sequence (P97697 whole entry, looked up): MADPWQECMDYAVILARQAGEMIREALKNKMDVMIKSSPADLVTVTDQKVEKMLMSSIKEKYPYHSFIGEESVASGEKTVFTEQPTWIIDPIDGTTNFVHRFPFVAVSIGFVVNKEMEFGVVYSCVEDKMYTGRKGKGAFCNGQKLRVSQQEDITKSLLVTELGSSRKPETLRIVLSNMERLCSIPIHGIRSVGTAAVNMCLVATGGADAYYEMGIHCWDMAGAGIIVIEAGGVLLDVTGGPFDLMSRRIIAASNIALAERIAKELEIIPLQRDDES
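CHO-M1, 2000 cells/well, cultured 16–30 h; cpd up to 46 uM; carbachol (50 uM solution, stimulation buffer w/ 50 mM LiCl, pH 7.4), 30 min 37C; IP-One TR-FRET, 10 min RT; Ex 320/Em 665, 620; Hill-fit AC50.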
PNC inhibitor = High Content Assay for Compounds that inhibit the Assembly of the Perinucleolar Compartment; activity change (PNC), negative = inhibition, % at 10 µM; PC3M PTB-GFP, PNC prevalence imaging, 16 h; hits give low values; AID 2417, 2010; 140,000 compounds, 3.1% hits;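 active = readout at or below -70, meaning at least 70% loss of cells showing the perinucleolar compartment, a nuclear body marking cancer cells; inconclusive = readout between -30 and a set limit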;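 also: plate controls were DMSO wells for no effect and camptothecin positive control wells for full effect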
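PC3M cells stably expressing PTB-GFP, 750–1000 cells/well, treated 16 h at 37 °C with compound (23 nl of library stock), in duplicate. After paraformaldehyde fixation and Hoechst stain, imaged at 20x; PNC prevalence scored by image analysis.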
12-hLO inh = qHTS Assay for Inhibitors of 12-hLO (12-human lipoxygenase); Polyunsaturated fatty acid lipoxygenase ALOX12 (Homo sapiens), P18054; purified 12-hLO, xylenol orange hydroperoxide absorbance; Potency, µM (series often up to 57.1 µM), for the others: top-dose activity change, negative = inhibition, usual class: inhibitors; 150,000 compounds, 0.12% hits; AID 1452, 2008; also: potency is read from the fitted curve at half-maximal effect; nearly all actives have a fitted effect of over 55% in size; many of its hits are not listed in these tables
Target sequence (P18054 whole entry, looked up): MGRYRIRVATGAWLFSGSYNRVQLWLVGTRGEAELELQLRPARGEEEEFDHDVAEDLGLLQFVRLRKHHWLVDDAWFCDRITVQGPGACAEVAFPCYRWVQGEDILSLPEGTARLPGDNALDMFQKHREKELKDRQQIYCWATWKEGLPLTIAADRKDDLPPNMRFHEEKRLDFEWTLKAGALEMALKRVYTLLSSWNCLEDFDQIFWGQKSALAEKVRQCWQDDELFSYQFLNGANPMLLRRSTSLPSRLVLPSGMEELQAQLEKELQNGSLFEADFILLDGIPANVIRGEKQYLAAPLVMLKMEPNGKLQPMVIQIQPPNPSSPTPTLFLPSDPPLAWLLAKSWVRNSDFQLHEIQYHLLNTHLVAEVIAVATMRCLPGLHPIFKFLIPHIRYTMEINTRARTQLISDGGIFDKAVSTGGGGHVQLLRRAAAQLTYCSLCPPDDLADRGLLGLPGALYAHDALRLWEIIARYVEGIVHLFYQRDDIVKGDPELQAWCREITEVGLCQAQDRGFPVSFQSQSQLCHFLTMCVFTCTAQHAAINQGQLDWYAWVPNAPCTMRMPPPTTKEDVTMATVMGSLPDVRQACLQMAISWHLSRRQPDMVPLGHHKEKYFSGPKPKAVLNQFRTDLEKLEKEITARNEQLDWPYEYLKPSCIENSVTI
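Hydroperoxide output read as Fe(III)-xylenol orange absorbance, 573-to-405 nm ratio, after 30 min reaction with 40 uM arachidonic acid. Enzyme: 150 nM purified human 12hLO, 15 min compound preincubation; 25 mM Hepes pH 7.0, room temperature.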
15-hLO-2 inh = qHTS Assay for Inhibitors of 15-hLO-2 (15-human lipoxygenase 2); Polyunsaturated fatty acid lipoxygenase ALOX15B (Homo sapiens), O15296; purified 15hLO-2, xylenol orange hydroperoxide absorbance; Potency, µM (titrated, usually from 57.1 µM), for inactives: at the highest dose activity change, negative = inhibition, most hits filed as inhibitors; 110,000 compounds, 0.56% hits; also: potency is read from the fitted curve at half-maximal effect; nearly all actives have a fitted effect of over 60% in size; many of its hits are not listed in these tables
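Enzyme 50 nM, AA 45 uM, 25 mM Hepes pH 7.5 + 0.01% Triton X-100; cpd preinc 15 min RT, rxn 90 min RT; stop/detect with 200 uM XO + 300 uM Fe(II) in 50 mM H2SO4, 30 min; A573/A405.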
* = called active by the depositor; [ ] = dose if it differs, or a comment. Unless noted, calls follow the shape of the dose curve; as a rule, active = well fitted curve in the direction sought with a large enough effect; inconclusive = small, poorly fitted or top-dose-only effect, or another doubt; inactive = no such curve, though single readings can be large; an effect the other way counts as inactive or inconclusive. Unless noted, % is scaled to controls: 0 for no effect and ±100 for the full control effect. Compounds were not picked by outcome; any-hit rate near 3.1%.

Screening CCN(CC)C(=O)C1CCCc2c1[nH]c1ccc(Cl)cc21 (stereo not drawn) returned IMPase inh -0.1, PNC inhibitor -93.2* and 12-hLO inh 2.5%.
Screening Nc1[nH]c(N=NC(=O)c2ccccc2O)c2ccccc12 returned PNC inhibitor 0.4 and 12-hLO inh 0.0%.
Screening Cc1cc(C)n(-c2cc(-n3nc(C)cc3C)ncn2)n1 returned IMPase inh -8.4, PNC inhibitor -28.5, 12-hLO inh 2.9% and 15-hLO-2 inh 3.9%.
For Cc1ccc(OCCNC(=O)c2cccc(Oc3ccc(C(F)(F)F)cc3[N+](=O)[O-])c2)cc1 the results were PNC inhibitor inconclusive and 12-hLO inh 0.7%.
For CC(=O)NC(Cc1ccccc1C)C(=O)NC1CCN(c2ncccc2[N+](=O)[O-])CC1 (stereo not drawn) the results were PNC inhibitor 30.2 and 12-hLO inh -4.5%.
`O=C(CSc1nnc(SCc2cccc3ccccc23)s1)N=Nc1c(O)[nH]c2ccccc12` gave IMPase inh -7.8, PNC inhibitor inconclusive and 12-hLO inh -0.2%.
Screening COc1ccccc1NC(=O)NC(=O)N(C(C)C)S(C)(=O)=O returned IMPase inh -0.1, PNC inhibitor inconclusive, 12-hLO inh -0.3% and 15-hLO-2 inh -6.0%.
Screening C1=Nc2c(Nc3ccccc3)ncnc2Oc2ccccc21 returned IMPase inh 0.9, PNC inhibitor inconclusive, 12-hLO inh -8.0% and 15-hLO-2 inh 6.7%.
CC(C)(C)c1ccc(C(=O)Nc2cnccn2)cc1 was read as IMPase inh -4.5, PNC inhibitor 20.0, 12-hLO inh -0.3% and 15-hLO-2 inh 0.0%.
`CCOC(=O)Nc1ccc(C(=O)Oc2ccccc2)c(O)c1` gave IMPase inh -2.0, PNC inhibitor 50.6, 12-hLO inh -10.0% and 15-hLO-2 inh 13.6%.
O=C(O)C1Nc2c(C(=O)N3CCOCC3)cccc2C2C=CCC12 (stereo not drawn) was read as IMPase inh 3.3, PNC inhibitor inconclusive, 12-hLO inh -6.7% and 15-hLO-2 inh 22.9%.
`C=C(C)CC1N(c2cccc(OC)c2)C(=O)C2C(C(=O)O)C3C=CC21O3` (stereo not drawn) gave IMPase inh 0.5, PNC inhibitor 8.2, 12-hLO inh 1.0% and 15-hLO-2 inh 9.3%.
`OCC(Cc1ccccc1)Nc1c2ccccc2nc2ccccc12` (stereo not drawn) gave IMPase inh 15.2, PNC inhibitor -11.3 and 12-hLO inh 3.6%.
CCOC(=O)N1CCC(NC(=O)C2CCCN(c3nc4ccccc4o3)C2)CC1 (stereo not drawn) was read as IMPase inh -6.2, PNC inhibitor 25.9, 12-hLO inh 3.0% and 15-hLO-2 inh 8.8%.
Screening COc1cc(CC(=O)O)ccc1O returned IMPase inh 2.3, 12-hLO inh 7.4% and 15-hLO-2 inh 8.5%.
CO/N=C(/C(=O)NC1C(=O)N2C(C(=O)O)=C(COC(N)=O)CSC12)c1ccco1 (stereo not drawn) was read as 12-hLO inh -4.5% and 15-hLO-2 inh 11.2%.
Screening O=C1CNC(=S)N1c1nc(-c2ccccc2)cs1 returned IMPase inh 1.7, PNC inhibitor inconclusive and 12-hLO inh 3.5%.
Screening CS(=O)(=O)N(CC(=O)Nc1ccc(C(N)=O)cc1)C1CCCCC1 returned IMPase inh 0.2, PNC inhibitor 11.8, 12-hLO inh 13.4% and 15-hLO-2 inh 0.0%.
O=C(COC(=O)CCSc1ccc(Cl)cc1)NCc1ccc(Cl)cc1 was read as PNC inhibitor 48.7 and 12-hLO inh 2.8%.
`CCCCN1CC(O)=C(c2nc(-c3ccc(Cl)cc3)cs2)C1=N` gave IMPase inh -2.9, PNC inhibitor 16.4, 12-hLO inh -2.8% and 15-hLO-2 inh -8.3%.
For C=C(C)C1CC=C(C)/C(=N/NC(=O)c2cccs2)C1 (stereo not drawn) the results were PNC inhibitor inconclusive and 12-hLO inh 3.7%.
`COC(=O)\C(C(C)=O)=C(/C=C/C=C/C=C/N(C)C)N(C)C` gave IMPase inh 15.9, PNC inhibitor 38.2, 12-hLO inh -6.5% and 15-hLO-2 inh 8.7%.
`CS(=O)(=O)n1nc(-c2ccc(Cl)cc2)nc1SCc1ccccc1` gave IMPase inh 5.5, PNC inhibitor -3.8, 12-hLO inh -8.7% and 15-hLO-2 inh -0.5%.
For Cc1sc2nc(SCc3nc(-c4ccccc4)no3)n(-c3ccccc3)c(=O)c2c1C the results were IMPase inh -2.5, PNC inhibitor inconclusive and 12-hLO inh 1.2%.
Cc1ccc(/C=C2\SC(=S)N(c3c(C)n(C)n(-c4ccccc4)c3=O)C2=O)cc1 was read as IMPase inh 3.2, PNC inhibitor 24.0, 12-hLO inh -8.5% and 15-hLO-2 inh inconclusive.
`COc1ccc2c(OC)c3ccoc3nc2c1OC` gave IMPase inh -13.2, 12-hLO inh -3.4% and 15-hLO-2 inh -4.3%.
CC(=O)c1c(OCC(=O)O)ccc2c(C)cc(=O)oc12 was read as IMPase inh -17.3, PNC inhibitor inconclusive, 12-hLO inh -0.2% and 15-hLO-2 inh -0.1%.
Screening S=C(NCCc1ccccn1)Nc1cccc(Cl)c1 returned PNC inhibitor 27.9 and 12-hLO inh -1.2%.
`COc1ccc(/C=N/NC(=O)CSCc2ccc([N+](=O)[O-])cc2)cc1OC` gave IMPase inh inconclusive, PNC inhibitor 1.1 and 12-hLO inh -6.2%.
COc1ccc(Nc2nc(N)nc(CN3CCc4ccccc4C3)n2)cc1 was read as IMPase inh 2.8, PNC inhibitor 21.5, 12-hLO inh 4.0% and 15-hLO-2 inh 49.9%[activator].
For Cc1ccccc1C(=O)O/N=C1\CCS(=O)(=O)c2sccc21 the results were IMPase inh 8.5, PNC inhibitor -11.4, 12-hLO inh -2.4% and 15-hLO-2 inh 4.1%.
Cc1nnc(SCC(=O)Nc2ncc(Cc3ccc(F)cc3)s2)n1N was read as IMPase inh 3.6, PNC inhibitor -13.2, 12-hLO inh -1.1% and 15-hLO-2 inh -1.1%.
`O=C1C(=O)c2ccccc2C(O)=C1C(CCc1ccccc1)C1=C(O)c2ccccc2C(=O)C1=O` gave 12-hLO inh -7.1%[11.4 µM] and 15-hLO-2 inh 4.7%[11.4 µM].
CN(C)S(=O)(=O)c1ccc2nnn(OCC(=O)NC34CC5CC(CC(C5)C3)C4)c2c1 was read as PNC inhibitor inconclusive and 12-hLO inh -2.7%.
For CCOC(=O)c1c(C)oc2cc(Br)c(OC)cc12 the results were IMPase inh 14.7, PNC inhibitor 49.5, 12-hLO inh -3.3% and 15-hLO-2 inh 8.3%.
Screening CCOC(=O)C1CCCN(C(=O)c2cn(C)c(=O)c3cc(OC)c(OC)cc23)C1 (stereo not drawn) returned IMPase inh 4.4, PNC inhibitor 7.7 and 12-hLO inh -0.6%.
`O=C1c2cccnc2Nc2ccccc2N1CCCF` gave IMPase inh 12.7, PNC inhibitor 62.1 and 12-hLO inh 3.2%.
CCOC(=O)N1CCC(NC(=O)c2cnn3ccccc23)CC1 was read as IMPase inh -2.1, PNC inhibitor inconclusive, 12-hLO inh -7.4% and 15-hLO-2 inh -2.4%.
CCCOc1cccc(C(=O)N(Cc2cccs2)C2CCS(=O)(=O)C2)c1 (stereo not drawn) was read as IMPase inh -3.4, PNC inhibitor inconclusive, 12-hLO inh -4.6% and 15-hLO-2 inh 3.3%.
`Cc1cccc(Cc2c(C)nc3nc(SCC(=O)NCc4ccco4)nn3c2C)c1` gave IMPase inh 0.0, PNC inhibitor 19.7, 12-hLO inh 1.3% and 15-hLO-2 inh -26.8%.
Screening CC(C)CCn1cnc2c(sc3nc4c(cc32)CSC(C)(C)C4)c1=O returned IMPase inh -7.8, PNC inhibitor inconclusive and 12-hLO inh -2.4%.
C=CCn1c(CNc2ccccc2)nnc1SCC(=O)N/N=C/c1ccc(O)cc1O was read as IMPase inh inconclusive, PNC inhibitor inconclusive, 12-hLO inh -20.0% and 15-hLO-2 inh 6.9%.
Screening CC1(C)CC2(C)Nc3ccccc3N2C(=S)N1 (stereo not drawn) returned PNC inhibitor inconclusive and 12-hLO inh -5.5%.
Screening O=C(OCC(=O)c1cccs1)c1ccc(NC(=O)c2ccco2)cc1 returned IMPase inh 7.5, PNC inhibitor 24.6, 12-hLO inh -3.2% and 15-hLO-2 inh -24.9%.
Screening COc1ccc(OC)c(NC(=O)CS(=O)(=O)c2ccccc2)c1 returned IMPase inh -16.0, PNC inhibitor -4.3, 12-hLO inh 9.7% and 15-hLO-2 inh 0.7%.
O=C(CCN1C(=O)c2ccccc2C1=O)Nc1cccnc1 was read as IMPase inh inconclusive, PNC inhibitor 53.5 and 12-hLO inh 2.4%.
`COc1ccc(N2C(=O)c3ccc(NC(C)=O)cc3C2=O)cc1` gave IMPase inh 7.1, PNC inhibitor 21.9, 12-hLO inh -0.7% and 15-hLO-2 inh -4.7%.
`C/C(=N\NC(=O)c1ccn(C)n1)c1ccc(NC(=O)C2CCCC2)cc1` gave PNC inhibitor inconclusive and 12-hLO inh 0.5%.
`CCCC(=O)Nc1ccc2c(c1)nc(CN1CCN(C(C)=O)CC1)n2C` gave IMPase inh 6.8, PNC inhibitor 82.4, 12-hLO inh -2.5% and 15-hLO-2 inh -9.8%.
`CC(=O)c1ccc(NC(=O)C2CCCN2S(=O)(=O)c2ccc(F)cc2)cc1` (stereo not drawn) gave IMPase inh 0.1, PNC inhibitor inconclusive, 12-hLO inh 3.1% and 15-hLO-2 inh -4.5%.
Nc1cc(Cl)c([N+](=O)[O-])cc1O was read as 12-hLO inh 0.8% and 15-hLO-2 inh -13.2%.
Screening COc1ccc(-n2nc3cc(C)c(NC(=O)c4cccnc4)cc3n2)cc1 returned IMPase inh -6.7, PNC inhibitor 27.3, 12-hLO inh -10.0% and 15-hLO-2 inh 1.0%.
Screening COc1ccc(-n2c(Cc3cc(=O)[nH]c(=O)[nH]3)nnc2SCC(=O)N2CCC(C)CC2)cc1 returned IMPase inh -26.7, PNC inhibitor 21.0, 12-hLO inh -4.8% and 15-hLO-2 inh -5.9%.
`O=S1(=O)CCC(NC(=S)N2CCCCC2)C1` (stereo not drawn) gave PNC inhibitor 75.9 and 12-hLO inh 0.0%.
Screening FC(F)Sc1ccc(N=C2NN=C(c3ccc4c(c3)OCCO4)CS2)cc1 returned IMPase inh -2.1, PNC inhibitor 21.3, 12-hLO inh -19.5% and 15-hLO-2 inh inconclusive.
Screening Cc1cccc(-c2nc3ccccc3c(=O)n2NC(=O)/C=C/c2ccc([N+](=O)[O-])cc2)c1 returned IMPase inh 1.2, PNC inhibitor -23.0 and 12-hLO inh -3.4%.
Screening COc1ccc(/C=C/C(=O)c2cccs2)cc1OC returned IMPase inh -6.6, 12-hLO inh -14.7% and 15-hLO-2 inh 2.1%.
`Nn1c(CSc2ccccn2)nc2ccccc2c1=O` gave IMPase inh -5.0, PNC inhibitor -18.9, 12-hLO inh -9.0% and 15-hLO-2 inh -5.6%.
`C/C(CCN1CCc2nc(-c3ccccc3)c(-c3ccccc3)cc2C1)=N\O[C@@H](C)c1cc(-c2c(C)cc(C)cc2C)no1` gave PNC inhibitor 25.0 and 12-hLO inh -1.6%.
Screening CC(=O)c1c(N2CCOCC2)nc(=O)n(-c2ccccc2)c1C returned IMPase inh -6.5, PNC inhibitor -80.4*, 12-hLO inh 5.2% and 15-hLO-2 inh 5.5%.

Assay outcomes: PubChem BioAssay, National Center for Advancing Translational Sciences (NCATS)
